ROC1-CUL1 inh = inhibitors of human ROC1-CUL1 ubiquitin ligase activity; inhibition, % at 10 µM; in vitro K48 di-Ub FRET, acceptor:donor ratio, 45 min; E3 ubiquitin-protein ligase RBX1 (Homo sapiens) + Cullin-1 (Homo sapiens), P62877+Q13616; AID 1347404, 2020; 0.6% of 140,000 active; in the data active = inhibition above about 25%
Target sequence (P62877 whole entry, looked up): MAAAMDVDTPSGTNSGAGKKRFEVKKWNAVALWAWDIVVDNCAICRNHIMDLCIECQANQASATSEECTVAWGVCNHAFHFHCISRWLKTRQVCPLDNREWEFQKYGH
Target sequence (Q13616 whole entry, looked up): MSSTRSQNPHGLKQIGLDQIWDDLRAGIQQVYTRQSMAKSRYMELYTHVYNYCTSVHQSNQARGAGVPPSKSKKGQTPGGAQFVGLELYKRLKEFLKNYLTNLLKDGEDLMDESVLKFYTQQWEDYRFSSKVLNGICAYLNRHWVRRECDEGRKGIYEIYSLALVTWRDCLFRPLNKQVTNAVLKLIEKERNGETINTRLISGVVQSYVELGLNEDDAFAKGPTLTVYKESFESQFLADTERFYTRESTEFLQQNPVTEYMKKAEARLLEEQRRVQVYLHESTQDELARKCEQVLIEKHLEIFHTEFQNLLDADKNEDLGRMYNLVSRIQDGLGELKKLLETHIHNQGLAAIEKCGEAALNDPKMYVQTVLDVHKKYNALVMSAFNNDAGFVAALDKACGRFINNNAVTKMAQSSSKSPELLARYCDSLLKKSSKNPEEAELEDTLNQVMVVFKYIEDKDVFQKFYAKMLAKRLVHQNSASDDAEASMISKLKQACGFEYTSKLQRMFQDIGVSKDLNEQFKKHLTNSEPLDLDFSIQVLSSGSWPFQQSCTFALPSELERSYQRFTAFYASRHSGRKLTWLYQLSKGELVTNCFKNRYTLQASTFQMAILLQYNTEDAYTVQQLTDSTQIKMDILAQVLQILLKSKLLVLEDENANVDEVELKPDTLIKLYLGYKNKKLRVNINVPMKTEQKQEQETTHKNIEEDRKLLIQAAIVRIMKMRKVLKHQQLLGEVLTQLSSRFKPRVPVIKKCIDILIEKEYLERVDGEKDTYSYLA
* hit, by the source's call; & = joins results of further samples.

SMILES	ROC1-CUL1 inh
CC(=O)c1ccc(N2N=CC3=S2SC(C(C)(C)C)=C3)cc1 (stereo not given)	-5
O=C(Nc1ccc(F)cc1F)c1ccc(-c2ccccc2)s1	0
COc1cccc(C(C2C(=O)N(c3ccccc3)N=C2C)C2C(=O)N(c3ccccc3)N=C2C)c1O (stereo not given)	-5
O=c1cc(-c2ccccc2)nc(SCc2nc(-c3ccc(C(F)(F)F)cc3)no2)[nH]1	-4
O=C1CC(Nc2ccccc2O)C(=O)N1c1ccccc1 (stereo not given)	-3
O=C(CN1CCc2ccccc2C1)Nc1cc(Cl)ccc1Cl	-3
COc1cccc(CN2CCCC3(CCN(C(=O)c4ccnn4C)C3)C2)c1OC (stereo not given)	-2
COc1ccc(NC(=O)Cc2ccc(Cl)cc2)c(OC)c1	-4
O=C(Nc1ccc(Cl)cn1)c1sc2cc(F)ccc2c1Cl	-10
CSCCOc1nc2c(c(=O)n(C)c(=O)n2C)n1Cc1ccccc1Cl	-7
COc1cccc(OC/C=C/CN2CCCCC2)c1	4
COc1ccc(NC(=O)c2sc3nc4c(cc3c2N)CN(Cc2ccccc2)CC4)c(OC)c1	-8
O=C1NC(=O)N(Cc2ccccc2)C2=NC(Cc3ccccc3)=NC(C(F)(F)F)(C(F)(F)F)C12 (stereo not given)	-4
CCOCCc1nn2c(=O)cc(COC(=O)c3ccc(NC(=O)c4ccc(F)cc4)cc3)nc2s1	-7
COc1cc2cc(C(=O)O)n(C)c2cc1OC	4
C(=C\CN1CCCCC1)/CN1CCCCC1	1
CCC(C(=O)Nc1cc(Cl)ccc1OC)n1nc(-c2ccccc2)ccc1=O (stereo not given)	5
COc1ccccc1NC(=O)c1c(NC(=O)c2ccco2)sc2c1CCC(C)C2 (stereo not given)	-9
Cc1sc2ncnc(N3CC(C)OC(C)C3)c2c1C (stereo not given)	-1
CCOc1ccc(N2C(=O)/C(=C\c3ccc(OCC(=O)NC(C)C)cc3)C(C(=O)OC)=C2C)cc1	7
COc1ccc(/C=C(\C#N)c2nc(-c3ccc(Cl)c(Cl)c3)cs2)cc1OC	-5
Cc1ccc(NC(=O)CSc2nc(-c3cccs3)cc(C(F)(F)F)n2)cc1C	4&-6
NS(=O)(=O)c1ccc(NC(=O)c2ccccc2)cc1	1
COCOc1cc(C)ccc1Cc1c(OC)cc(OC)cc1C(=O)O	1
C=CC[C@@H]1CC=C[C@@H](C)N1C(=O)c1coc(COc2ccc3c(c2)OCO3)n1	7
CCOc1ccccc1C(=O)Nc1ccc(S(=O)(=O)Nc2onc(C)c2C)cc1	1
CC(CN1C(C)CCCC1C)OC(=O)c1ccc(Cl)cc1Cl (stereo not given)	5
CC(C)(C)c1csc(NC(=O)CCn2cnc3ccccc3c2=O)n1	6
CCOC(=O)c1cnn(CC(F)(F)F)c1NC(=O)c1cccc(C(F)(F)F)c1	4
O=C(Cc1ccccc1)Nc1nnc2n1CCS2	-10
CC(=O)Oc1ccc2c(=O)c(-c3ccccc3C)c(C)oc2c1C	15
CCn1cc2nc(SCc3ccccc3Cl)n(CCc3ccccc3)c(=O)c2n1	-3
O=C1/C(=C\c2ccc(Sc3ncccn3)o2)SC(=NCc2ccccc2)N1Cc1ccccc1	-3
CCn1c(SCC(=O)N/N=C/c2ccc(C(=O)OC)cc2)nc2ccccc21	5
CS(=O)(=O)n1cnc2cc(F)c(F)cc21	4
CCOC(=O)C1CCN(C(=O)c2cnn(-c3ccc(F)cc3)c2-n2cccc2)CC1	-5
OC1CCCN(CCNc2nncc(-c3ccccc3F)n2)C1 (stereo not given)	4
COC(=O)c1nn(-c2cccc(C)c2)cc1C#N	4
CCCCN=C1N/C(=C\c2ccccc2)C(=O)N1c1ccccc1	9
CCCCn1c(N=Cc2ccc(C)cc2O)nc2ccccc21	1
O=C(c1ccc(N2CCN(CCO)CC2)nc1)N1CCCCC1	4
CCn1cc(CN2CCCC(CNS(=O)(=O)c3ccc(OC)cc3)C2)cn1 (stereo not given)	2
Cc1cc(C)c(NC(=O)CCc2ccccc2)c(C(=O)O)c1	-1
c1ccc(CSC(SCc2ccccc2)SCc2ccccc2)cc1	-10
COc1cc(/C=N/NC(=O)COc2cccc3cccnc23)ccc1Oc1ccc([N+](=O)[O-])cn1	7
COCCN1C(=O)NC(Cc2ccccc2Cl)(C2CCN(C(=O)c3cc(C)ccc3C)CC2)C1=O (stereo not given)	4
CCC(C)C(=O)N=C1C(=O)N(c2ccccc2)N(C)C1C (stereo not given)	0
CCOC(=O)c1nnc2c(Br)c(-c3ccccc3)nn2c1C	-3
COc1ccccc1NC(=O)c1ccncc1	-2
Cc1cc(C)c2nc(C(F)(F)F)nc(NCCCN3CCOCC3)c2c1	3

Going on with the list.
SMILES	ROC1-CUL1 inh
COc1cccc(CNC(=O)c2cc3c(s2)-c2c(C)cccc2OC3)c1	-2
O=C(O)c1ccc(-c2c(Cl)cc([N+](=O)[O-])cc2Cl)o1	0
Clc1cccc(Nc2ncnc3c2nc2n3CCCCC2)c1	1
CCOc1ccc(-c2cc(CCCC(=O)NCCc3ccc(OCC)c(OCC)c3)no2)cc1	-13
CC(C)(C)c1ccc(C2c3c(oc4ccccc4c3=O)C(=O)N2c2nccs2)cc1 (stereo not given)	7
CSc1c(SCc2ccccc2)cnn(Cc2ccccc2)c1=O	2
CCOC(=O)c1ccccc1NC(=O)Nc1cc2c(cc1N1CCCCC1)n(C)c(=O)n2C	-2
O=C(C1CCC(CNS(=O)(=O)c2ccc(Br)s2)CC1)N1CCN(c2ccccc2Cl)CC1 (stereo not given)	-10
O=C(Nc1ccc(Cc2ccncc2)cc1)C1CCC(N2C(=O)C3C4C=CC(C5CC45)C3C2=O)CC1 (stereo not given)	6
O=C(Cn1c(=O)n(CCCS(=O)(=O)C2CCCCC2)c(=O)c2ccccc21)Nc1ccccc1F	0

Filtered by structure: those above with bromine
SMILES	ROC1-CUL1 inh
CCOC(=O)c1nnc2c(Br)c(-c3ccccc3)nn2c1C	-3
O=C(C1CCC(CNS(=O)(=O)c2ccc(Br)s2)CC1)N1CCN(c2ccccc2Cl)CC1 (stereo not given)	-10

(listing goes on)
SMILES	ROC1-CUL1 inh
O[C@H]1CN(C2Cc3ccccc3C2)C[C@@H]1N1CCOCC1	2
Cn1ncc(NC(=O)c2ccc(C3CCCN3CCCn3cccn3)s2)n1 (stereo not given)	7
O=C(CSc1nnc(COc2ccc(Cl)cc2)o1)Nc1cccc(Cl)c1	7
COc1ccc(N2C=Nc3ccc(C)c4nc(C)cc2c34)cc1	-3
Brc1ccc(-c2nc(N3CCNCC3)c3ccccc3n2)cc1	1
Cc1ncc2c(c1-c1noc(-c3cn[nH]c3-c3cccs3)n1)CCNC2	-2
CCC(=O)Nc1ccc(N2CCN(C(=O)c3cc4ccccc4o3)CC2)cc1	-7
Cc1cc(C)c(C)c(S(=O)(=O)NCC(=O)Nc2ccccc2F)c1C	9
O=C(CS(=O)(=O)c1cccc2nsnc12)N1CCN(c2ccc(F)cc2)CC1	3
COC(=O)c1cc(N)c(C)c([N+](=O)[O-])c1	0
O=C(CSc1nc2c(c(C(F)(F)F)n1)CCc1ccccc1-2)Nc1cc(Cl)ccc1Cl	-9
COCCn1cnc2cc(NC(=O)C3CCCCC3)cc(C(=O)NCC3CCN(C(C)C)CC3)c21	5
Cc1ccc(NC(=O)c2sc3nc(-c4ccc(F)cc4)ccc3c2N)cc1F	-2&7
CCSc1nc2sc(CC)cc2c(=O)[nH]1	1
C=CCN(Cc1ccccc1F)C(=O)Nc1cccc(Cl)c1	-5
CC12CC3CC(C)(C1)CC(O)(C3)C2	2
O=C(Nc1ccc(F)cc1)c1oc2ccccc2c1NC(=O)C1CCCCC1	-10
CN(C(=O)C1CC1)C(Cc1ccc(F)cc1F)C1CCN(C(=O)c2ccc3[nH]ccc3c2)CC1 (stereo not given)	4
Cc1ccc2oc(-c3ccc(NC(=O)c4oc5ccc(Cl)cc5c4C)cc3)nc2c1	3
Cc1[nH]n(-c2nc(-c3ccccc3)cs2)c(=O)c1N=Nc1ccccc1	4
COc1cc(OC)c(NC(=O)c2ccco2)cc1Cl	-8
CN=C1C(=O)N(c2cccc(C(F)(F)F)c2)N=CC1Cl (stereo not given)	2
O=C(CN1C(=O)c2cccc3cccc1c23)NCCSC1CCCCC1	-4
CC(=O)c1ccc(NC(=O)c2cccc(C)c2)cc1	-1
O=C(OCCN1C(=O)c2ccccc2C1=O)N1CCOCC1	-3
COc1ccc(-c2cc(C)no2)cc1S(=O)(=O)N1CCc2ccccc21	1
CCOC(=O)C1CCCN(C(=O)C2CCN(c3nnc(C)c4c(C)n(-c5ccccc5)nc34)CC2)C1 (stereo not given)	3
CSc1ccc(CN2CCCC(CNC(=O)c3cccnc3)C2)cc1 (stereo not given)	2
Cc1ccc(C(=S=O)c2ccc([N+](=O)[O-])cc2)cc1	-6
CCOC(=O)/C=C(\C)N1N=C2c3ccc(OC)cc3CCC2C1c1ccccc1F (stereo not given)	4

Arranged by count of non-hydrogen atoms (high to low): 3 of the compounds above.
SMILES	ROC1-CUL1 inh
O=C(CN1C(=O)c2cccc3cccc1c23)NCCSC1CCCCC1	-4
CSc1ccc(CN2CCCC(CNC(=O)c3cccnc3)C2)cc1 (stereo not given)	2
O=C(OCCN1C(=O)c2ccccc2C1=O)N1CCOCC1	-3

The results go on.
SMILES	ROC1-CUL1 inh
Cc1cc(C)c(C(=S=O)S(=O)(=O)c2cccs2)c(C)c1	-8
Cn1c(Cc2ccccc2)nnc1SCC(=O)Nc1ccc(F)c(Cl)c1	3
CC(C)(C)C1=CC(=O)CC(=O)N1c1ccccc1	-7
COC(=O)Cc1c(C)c2ccc3c(c2oc1=O)CN(Cc1ccccc1Cl)CO3	-11
CC1CN(C(=O)C2CCC2)C(C)CN1C(=O)C1CCC1 (stereo not given)	-2
CCN1CCC(N2CCC(C3CCN(c4ncccn4)CC3)C2)CC1 (stereo not given)	-2
Cc1ccc(CNC(=O)CCCN2C(=O)CCn3nc(-c4cn(C)c5ccccc45)cc32)cc1	-2
CCOc1ccc(NC(=O)CN2C(=O)C3(SCC(=O)N3c3ccc(F)cc3)c3ccccc32)cc1 (stereo not given)	5
CCOc1cccc(C)c1[N+](=O)[O-]	-9
CC1(C2CC2)NC(=S)N(c2ccccc2)N1 (stereo not given)	9
CCOC(=O)c1cc(-c2ccccc2)n(CCC(=O)NCCc2ccc(OC)c(OC)c2)c1C	-2
C=CCc1cc(/C=C2/SC(=O)NC2=O)cc(OCC)c1OCC	11
Cc1cc(F)ccc1NS(=O)(=O)c1c(C)nc2scc(C)n2c1=O	5
O=c1[nH]c2ccccc2nc1N/N=C/c1ccccc1	-4
Cc1nn(C)c(C)c1S(=O)(=O)N(CC(=O)N1CCN(c2ccccc2)CC1)c1ccc(C(C)C)cc1	1
COc1ccc(Cl)cc1NC(=O)CN(C)S(=O)(=O)c1ccc(Br)s1	-6
Cc1cccc(-c2nnc(SCC(=O)Nc3cccc(C(=O)OC(C)C)c3)o2)c1	5
CSc1nc2c(c(=O)n1C1CCCCC1)C1(CCCCC1)Cc1ccccc1-2	-1
CCn1c(SCC(N)=O)nnc1-c1ccc(Cl)cc1	1
N#CCCn1c(=S)sc2ccccc21	-12
CN1CCN(S(=O)(=O)c2ccc3c(c2)NCC3)CC1	-1
NC1=NC(c2cccc(Cl)c2)n2c(nc3ccccc32)N1 (stereo not given)	-3
CCOC(=O)C1(Cc2ccc(OC)cc2)CCN(C(=O)CSc2nncn2C)CC1	4
O=C(Cn1nnc2ccccc21)NNC(=S)NCc1ccccc1	-6
Cc1cccc(NS(=O)(=O)Cc2ccc(F)cc2)c1	7
Cc1ccc(S(=O)(=O)Nc2cccnc2)c(C)c1N1CCCC1=O	-12
CCOc1cccc(CN2CCc3nnc(C(CC(C)C)NC(C)=O)n3CC2)c1O (stereo not given)	1
CCOc1ccc(NC(=O)Cc2ccccc2)cc1	-5
Cc1cc(Br)cc(C)c1OCC(=O)Nc1ccc(S(=O)(=O)Nc2ncccn2)cc1	2
O=C(O)c1ccccc1C(=O)Nc1ccc(Br)c2cccnc12	0
CC1CCCN(CC(=O)Nc2cccc(Cl)c2Cl)C1 (stereo not given)	5
Cc1ccc(NC(=O)C2CCCCC2)cc1Cl	-4
O=C(c1cnn2cccnc12)N(Cc1ccncc1)Cc1cccc(OCCc2ccc(F)cc2)c1	4
COc1ccc(NC(=O)c2oc3c(c2C)-c2nn(Cc4c(F)cccc4Cl)cc2CC3)c(OC)c1	3
COc1ccc(N=c2scc(-c3ccc(OC)cc3F)n2CCO)cc1	-3
CN1CCN(c2ccc(C(=O)NCCCc3ccccn3)cn2)CC1	-4
Cc1nc(SCC(=O)N(C)C)c2c3c(sc2n1)CCCC3	4
COc1ccc(NC(=O)c2cnc(Nc3ccc(C)c(Cl)c3)c3ccccc23)c(OC)c1	-2

Compounds above that contain an aryl thioether with sulfur outside any ring (16):
SMILES	ROC1-CUL1 inh
O=c1cc(-c2ccccc2)nc(SCc2nc(-c3ccc(C(F)(F)F)cc3)no2)[nH]1	-4
Cc1ccc(NC(=O)CSc2nc(-c3cccs3)cc(C(F)(F)F)n2)cc1C	4&-6
CCn1cc2nc(SCc3ccccc3Cl)n(CCc3ccccc3)c(=O)c2n1	-3
O=C1/C(=C\c2ccc(Sc3ncccn3)o2)SC(=NCc2ccccc2)N1Cc1ccccc1	-3
CCn1c(SCC(=O)N/N=C/c2ccc(C(=O)OC)cc2)nc2ccccc21	5
CSc1c(SCc2ccccc2)cnn(Cc2ccccc2)c1=O	2
O=C(CSc1nnc(COc2ccc(Cl)cc2)o1)Nc1cccc(Cl)c1	7
O=C(CSc1nc2c(c(C(F)(F)F)n1)CCc1ccccc1-2)Nc1cc(Cl)ccc1Cl	-9
CCSc1nc2sc(CC)cc2c(=O)[nH]1	1
CSc1ccc(CN2CCCC(CNC(=O)c3cccnc3)C2)cc1 (stereo not given)	2
Cn1c(Cc2ccccc2)nnc1SCC(=O)Nc1ccc(F)c(Cl)c1	3
Cc1cccc(-c2nnc(SCC(=O)Nc3cccc(C(=O)OC(C)C)c3)o2)c1	5
CSc1nc2c(c(=O)n1C1CCCCC1)C1(CCCCC1)Cc1ccccc1-2	-1
CCn1c(SCC(N)=O)nnc1-c1ccc(Cl)cc1	1
CCOC(=O)C1(Cc2ccc(OC)cc2)CCN(C(=O)CSc2nncn2C)CC1	4
Cc1nc(SCC(=O)N(C)C)c2c3c(sc2n1)CCCC3	4

Screening data from PubChem BioAssay.

The list is partial; the hit share may differ from the screen's.
